# NPSR antag – neuropeptide S receptor (human) antagonism, cAMP. Q6W5P4. CHO-NPSR cells, cAMP TR-FRET, antagonist mode. Potency, µM (highest dose often 38.3 µM), inactives show at the highest dose activity change, negative = inhibition, hits mostly inhibitors. hit rate 1% among 220,000; further: potency means the concentration at half of the fitted maximal effect; on the % scale 0 is the no-effect control and ±100 the full control effect; nearly all actives have a fitted effect of over 50% in size; many of its hits are not listed in these tables
# Target sequence (Q6W5P4 whole entry, looked up): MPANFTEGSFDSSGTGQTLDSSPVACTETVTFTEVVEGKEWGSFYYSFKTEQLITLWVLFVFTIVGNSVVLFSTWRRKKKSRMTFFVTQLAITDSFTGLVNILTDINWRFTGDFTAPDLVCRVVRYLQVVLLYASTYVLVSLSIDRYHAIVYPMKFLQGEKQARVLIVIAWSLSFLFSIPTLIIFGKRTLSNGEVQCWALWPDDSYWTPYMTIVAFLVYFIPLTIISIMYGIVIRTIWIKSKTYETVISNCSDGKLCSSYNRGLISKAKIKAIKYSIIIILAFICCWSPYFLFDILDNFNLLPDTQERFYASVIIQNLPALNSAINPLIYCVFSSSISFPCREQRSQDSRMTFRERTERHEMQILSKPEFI
# IMPase Li cell – cell-permeable IMPase inhibitors with lithium potentiation | CHO-M1 cells, IP1 TR-FRET (IP-One), carbachol + lithium | Potency, µM (titrated, usually from 59.4 µM), inactives show at the top dose activity, negative = IMPase inhibition, usual class: inhibitors | hit rate 0.35% among 210,000;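 further: IP1 builds up when IMPase is blocked and the TR-FRET signal falls; potency means the concentration at half of the fitted maximal effect; plate controls were basal vehicle for no effect and high inhibitor control for full effect; nearly all actives have a fitted effect of over 50% in size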
#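 CHO-M1, 2000 cells/well, 16–30 h culture; cpd + low Li+, 30 min 37C; lysis with d2-IP1/Eu-anti-IP1 Ab, 10 min RT; TR-FRET 665/620 ratio and 620 channel; AC50 via Hill.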
# HttQ103 aggreg – inhibitors of mutant huntingtin aggregate formation in PC12 cells; PC12 HttQ103-GFP aggregates, Acumen cytometry, 40 h; hit rate 1.1% among 220,000; Potency, µM (top dose mostly 46.1 µM), without a hit: top-dose activity change, negative = inhibition, most hits filed as inhibitors; further: potency means the concentration at half of the fitted maximal effect; on the % scale 0 is the no-effect control and ±100 the full control effect; nearly all actives have a fitted effect of over 60% in size
#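 PC12 cells stably carrying ecdysone-inducible HTT exon 1 Q103–GFP were induced with tebufenozide (100 nM final) and treated with library compounds in titration. GFP aggregates in lysates were counted by laser scanning cytometry.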
# CBFb RUNX1 block – CBF-beta/RUNX1 interaction disruption; Q01196+Q13951; AlphaScreen CBFb-His/RUNX1-biotin binding, biochemical; Potency, µM (doses to about 59.8 µM), for inactives: top-dose activity, negative = inhibition, most hits filed as inhibitors; 230,000 tested, under 10 active; further: % of control where 0% means no effect
# Target sequence (Q01196 whole entry, looked up): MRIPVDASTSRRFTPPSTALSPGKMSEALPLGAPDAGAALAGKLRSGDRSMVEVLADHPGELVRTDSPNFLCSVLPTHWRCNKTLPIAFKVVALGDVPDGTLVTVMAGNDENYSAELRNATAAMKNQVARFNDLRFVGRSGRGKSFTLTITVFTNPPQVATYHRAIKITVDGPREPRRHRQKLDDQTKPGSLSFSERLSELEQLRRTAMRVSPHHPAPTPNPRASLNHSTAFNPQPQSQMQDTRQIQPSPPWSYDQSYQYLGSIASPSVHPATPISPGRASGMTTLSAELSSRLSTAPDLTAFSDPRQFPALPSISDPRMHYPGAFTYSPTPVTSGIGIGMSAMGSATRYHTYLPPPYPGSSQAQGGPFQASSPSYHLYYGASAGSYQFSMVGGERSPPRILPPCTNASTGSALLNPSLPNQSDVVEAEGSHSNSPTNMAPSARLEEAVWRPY
# Target sequence (Q13951 whole entry, looked up): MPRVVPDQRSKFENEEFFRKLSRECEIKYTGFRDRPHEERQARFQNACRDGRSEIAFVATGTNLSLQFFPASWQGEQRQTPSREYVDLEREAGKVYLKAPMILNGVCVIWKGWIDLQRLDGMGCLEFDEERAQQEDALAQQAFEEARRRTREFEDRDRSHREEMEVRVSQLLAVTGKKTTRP
#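 Bead-based AlphaScreen assay; binding partners His-tagged CBF-beta and biotinylated RUNX1 at 30 nM each. Compound exposure 15 min after a 20-min protein preincubation; bead step 90 min; all steps at room temperature.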
# Lamin A splicing – modulators of lamin A splicing | hit rate 0.01% among 200,000 | Potency, µM (top dose mostly 46.1 µM), inactives show at the top dose ratio change, negative = inhibition, most hits filed as inhibitors | HeLa LMNA splicing GFP/RFP minigene ratio, 48 h; active means well fitted inhibition curve with a large enough effect in the signal ratio, with a control signal flat, not every such curve was filed as active; inconclusive means small, poorly fitted or top-dose-only effect, or effect the other way, or a change in a side signal; the % refers to the signal ratio; further: potency means the concentration at half of the fitted maximal effect; on the % scale 0 is the no-effect control and ±100 the full control effect
#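 Read-out is the ratio of GFP to DsRed2 object intensity, acquired by 488 nm laser-scanning cytometry on HeLa lamin A-EGFP minigene reporter cells. Compound incubation 48 hrs at 37 °C in Opti-MEM with 2% FBS; DMSO 0.5% final.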
# Luc counter – blocks Kinase-Glo luciferase, a counter-screen artifact | hit rate 0.28% among 200,000 | Q27757 | Potency, µM (top dose mostly 38.3 µM), inactives show at the top dose activity change, negative = inhibition, hits mostly inhibitors | Kinase-Glo luciferase, ATP luminescence, 8 min; further: potency means the concentration at half of the fitted maximal effect; on the % scale 0 is the no-effect control and ±100 the full control effect; nearly all actives have a fitted effect of over 60% in size
#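 Recombinant Kinase-Glo luciferase, 10 uM ATP (linear range), luciferin; imidazole pH 7.2 / KCl / MgCl2 / Tween / BSA buffer; 8 min RT; luminescence.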
# Epigenetic reg – derepresses silenced GFP reporter in murine cells; murine LDR cells, GFP reporter derepression, 30 h; Potency, µM (doses to about 53.9 µM), inactives show at the highest dose GFP activation, usual class: activators; hit rate 0.2% among 280,000; further: potency means the concentration at half of the fitted maximal effect; % of control where 0% means no effect; nearly all actives have a fitted effect of over 60% in size
#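 Murine LDR cells bearing a silenced CMV-driven GFP reporter were exposed to compound for 30 h at 37 C. After PBS washes, GFP-positive cells (20-120 um objects) counted by laser-scanning microplate cytometry.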
# Active calls of the source: *; ? = inconclusive; nt = no result given; [ ] = remark or other dose. Unless noted, the call rests on the fitted dose curve; in most records, active means well fitted curve in the direction sought with a large enough effect; inconclusive means small, poorly fitted or top-dose-only effect, or another doubt; inactive means no such curve, though single readings can be large; an effect the other way counts as inactive or inconclusive. The list is partial; the hit share may differ from the screen's.
structure	NPSR antag	IMPase Li cell	HttQ103 aggreg	CBFb RUNX1 block	Lamin A splicing	Luc counter	Epigenetic reg
Cc1occc1-c1nnc(SCC(=O)Nc2ccccc2N2CCCCC2)n1C	-11.8%[46.1 µM]	12.5%[38.3 µM]	-2.7%	-1.7%	?	0.0%	-0.1%
CC1CN(C2=NC(=O)/C(=C3/C(=O)N(Cc4ccc(F)cc4)c4ccccc43)S2)CC(C)O1 (configuration not stated)	25.4%	nt	20.4%[9.22 µM]	2.7%	nt	nt	0.9%
CCN(CC)CC(=O)Nc1sc2c(c1C(=O)c1ccccc1C)CCC2	-46.9%	23.6%	-4.5%[9.22 µM]	2.6%	?	-0.4%	-0.1%
C=CCn1c(-c2cccc(OC)c2OC)n[nH]c1=S	13.1%	9.1%	-1.3%[9.22 µM]	9.8%	?	2.9%	-3.6%
O=C(NNS(=O)(=O)c1ccccc1[N+](=O)[O-])c1cccnc1	7.2%	nt	-27.4%[9.22 µM]	14.5%	nt	nt	-1.8%
CCN(c1ccc(NC(=O)c2ccc(Cl)nc2)cc1)C(C)C	-22.0%	9.4%	-30.4%	-1.1%	?	-3.7%	-1.9%
CNC(=O)NC(=O)C(C)OC(=O)c1c2c(nc3ccccc13)/C(=C/c1cccs1)CC2 (configuration not stated)	-3.5%[46.1 µM]	?	?	-10.0%	-16.8%	3.2%	5.7%
CCOC(=O)CC1C(=O)NCCN1S(=O)(=O)c1ccccc1 (configuration not stated)	17.8%	-4.3%	15.1%	-0.6%	-9.2%[46 µM]	-2.0%	4.9%
COc1ccc(NC(=O)NCCN2CCN(c3cccc(Cl)c3)CC2)cc1	-11.0%[46.1 µM]	24.0%[38.3 µM]	12.9%	0.0%	?	-1.3%	0.4%
CCOC(=O)c1c(C)nc2c(c1-c1cc(OC)ccc1OC)C(=O)CC(C)(C)C2	-10.6%	nt	-15.0%[9.22 µM]	-0.6%	nt	nt	2.4%
CCOC(=O)c1ccc(NC(=S)N(CCCN2CCCCC2)Cc2ccco2)cc1	19.8%	4.8%	11.8%	1.5%	-14.1%	0.2%	-0.9%
CCCOc1ccc(N2C(=O)CC(NCCc3ccc(S(N)(=O)=O)cc3)C2=O)cc1 (configuration not stated)	-18.4%[46.1 µM]	-3.7%[38.3 µM]	-9.0%	-3.4%	14.2%	1.0%	0.0%
COc1ccc(C(CC(=O)O)NC(=O)c2ccccc2)cc1OC (configuration not stated)	-5.9%[46.1 µM]	15.1%[38.3 µM]	?	4.1%	3.5%	-4.7%	-1.1%
O=C(CN1C(=O)c2ccccc2C1=O)Nc1cc([N+](=O)[O-])ccc1O	-11.7%	0.6%	2.4%	-6.1%	?	-0.8%	-1.3%
CC(=O)Nc1nc(C(=O)O)cs1	3.3%	1.4%	-3.5%	-8.5%	-15.6%[9.22 µM]	-4.4%	0.9%
COC(=O)C(CC(C(=O)OC)C(=O)OC)C(=O)OC	-10.1%[46.1 µM]	5.5%[38.3 µM]	-2.6%	6.0%	2.7%	-2.3%	-1.2%
O=C(NCCCn1ccnc1)C(=O)NCC(c1ccco1)N1CCN(c2ccc(F)cc2)CC1 (configuration not stated)	-0.2%	-2.5%	-5.9%	-12.5%	nt	0.7%	-2.6%
Cc1cc(C)n(C/C=C/Cn2nc(C)cc2C)n1	-7.7%[46.1 µM]	17.8%[38.3 µM]	18.7%	2.4%	-4.5%	-2.9%	0.0%
COc1ccc(N2CCN(C(=O)CSc3nnc4c(C)cc5c(C)cc(C)cc5n34)CC2)cc1	-29.3%[46.1 µM]	34.3%[38.3 µM]	12.7%	16.2%	?	-0.7%	-5.5%
CCC(=O)OCc1c(C(F)(F)F)nn(C)c1Oc1cccc(C(F)(F)F)c1	-18.1%[46.1 µM]	17.8%[38.3 µM]	14.7%	0.4%	4.3%	-0.2%	1.1%
COc1ccc(C2c3c(ccc4ccccc34)Oc3ncn4nc(-c5ccco5)nc4c32)cc1 (configuration not stated)	5.4%	5.5%	-9.3%	-2.2%	-1.9%	-1.2%	1.0%
COCCCn1c(SCC(=O)O)nc2cc(OC)c(OC)cc2c1=N	17.1%	5.2%	4.6%[9.22 µM]	4.0%	3.0%[46 µM]	4.5%	?
CC(C)(C)NC(=O)C(c1ccncc1)N(C(=O)Cn1nnc(-c2ccc(F)cc2)n1)c1ccccc1F (configuration not stated)	22.0%	11.3%	-23.9%[9.22 µM]	-2.9%	nt	-0.2%	1.2%
COC(=O)CCN(C(=O)c1cccc(OC(C)=O)c1)c1ccccn1	-6.5%[46.1 µM]	15.0%[38.3 µM]	19.1%	3.6%	-7.9%	-1.1%	1.6%
CCc1c(C)nc(Nc2nc(C)c3cc(OC)ccc3n2)[nH]c1=O	-17.2%[46.1 µM]	nt	0.6%	4.7%	?	nt	-1.0%
O=C(CN1CCN(CCOCCO)CC1)N1c2ccccc2Sc2ccc(Cl)cc21	-11.0%[46.1 µM]	31.5%[activator][38.3 µM]	-5.4%	-3.2%	12.0%[0.0737 µM]	-2.2%	-0.9%
CC(=O)N1CCN(c2ccc([N+](=O)[O-])c(NCC3CCCO3)c2)CC1 (configuration not stated)	-8.0%[46.1 µM]	5.5%[38.3 µM]	22.1%	2.7%	8.8%[0.0737 µM]	0.9%	2.8%
CCCCCCCC(=O)NNC(=O)CC(=O)Nc1ccccc1C(=O)O	12.3%	3.8%	5.1%	-4.5%	-3.3%	3.4%	-0.1%
Cc1nc(C(=O)NCC(=O)c2ccc(Cl)cc2)c(C(F)(F)F)o1	-3.7%	nt	34.9%[9.22 µM]	0.4%	nt	nt	-5.1%
CCOC(=O)c1[nH]ncc1CN1CCCC(C(=O)c2cc(Cl)ccc2OC)C1 (configuration not stated)	13.1%	9.2%	1.9%[9.22 µM]	17.5%	nt	-1.4%	0.0%
COc1ccccc1NC(=O)CCC(=O)Nc1ccccc1OC	-1.8%[46.1 µM]	19.6%[38.3 µM]	-1.3%	3.1%	-11.9%	1.3%	-2.1%
CN1CC=C2C(C#N)=C(N)C(C#N)(C#N)[C@H](c3ccoc3)[C@H]2C1	-13.8%[46.1 µM]	5.7%[38.3 µM]	1.8%	-16.1%	1.3%	-2.6%	-4.4%
O=C(OCC#CCSc1nnc(-c2cccc3ccccc23)o1)c1cccs1	-25.7%[46.1 µM]	6.2%[38.3 µM]	-1.5%	?	6.9%	-1.5%	-1.0%
CCOC(=O)c1sc2nc3c(cc2c1N)C(=O)CC(C)(C)C3	-12.8%	-5.9%	-20.3%	16.1%	-7.3%	-0.1%	-4.8%
CCOC(=O)C1(C(F)(F)F)N=C(C(F)(F)F)Nc2ccccc21 (configuration not stated)	-7.3%[46.1 µM]	36.8%[activator][38.3 µM]	8.7%	1.6%	10.3%	1.4%	0.7%
CC1(C)CC(=O)C=C(NCCN2CCN(C(=S)Nc3ccc(F)cc3)CC2)C1	9.5%	nt	4.2%[9.22 µM]	-8.4%	nt	nt	4.9%
COC(=O)c1ccc(CSc2nc3cc(Cl)ccc3o2)cc1	?	47.6%[activator][38.3 µM]	7.3%	10.9%	4.3%	-1.9%	2.6%
Cc1snnc1C(=O)NC(=S)Nc1ccccc1	-39.3%	nt	-5.1%[9.22 µM]	8.7%	nt	nt	-0.2%
Cc1cc(C)n2nc(SCC(=O)NCc3ccco3)nc2n1	-4.4%[46.1 µM]	2.7%[38.3 µM]	8.5%	3.7%	?	-3.3%	0.0%
O=C(Nc1ccc(N2CCOCC2)cc1)NC1CCCCC1	-20.0%[46.1 µM]	-5.0%[38.3 µM]	3.3%	2.5%	-0.3%	-9.5%	-0.9%
O=C(/C=C/c1ccccc1)Oc1coc(CSc2ncccn2)cc1=O	5.3%	-3.0%	-13.5%	-5.8%	nt	-0.4%	4.5%
CN1CCN(C(=O)c2cc(-c3cccc(Cl)c3)on2)CC1	-7.2%[46.1 µM]	nt	-30.2%	-5.0%	3.0%	nt	1.2%
COc1ccc2[nH]c(=O)c(CN(Cc3cccs3)Cc3nnnn3C(C)(C)C)cc2c1	?	9.2%	23.0%	9.4%	-10.6%	-0.4%	-8.4%
C#CCNC(=O)C1=C[C@@H](c2ccc(C(F)(F)F)cc2)C[C@@H](OCCCCO)O1	-0.9%	-2.2%	-1.5%[9.22 µM]	20.5%	nt	nt	3.0%
O=C(CSc1nnc(-c2cccnc2)n1Cc1ccco1)NCc1ccc2c(c1)OCO2	-3.2%[46.1 µM]	12.3%[38.3 µM]	-5.7%	-1.0%	11.0%	-1.3%	0.0%
CCC1(CC)Cc2ccccc2-c2nc(NN)[nH]c(=O)c21	-3.6%	nt	-7.3%[9.22 µM]	3.8%	nt	nt	4.7%
CN=C1S/C(=C\c2cc(C)n(-c3ccccc3F)c2C)C(=O)N1C	?	25.5%	?	11.1%	?	-18.4%	-0.9%
O=C(CC1(O)C(=O)N(Cc2ccccc2Cl)c2ccccc21)c1ccco1 (configuration not stated)	-19.3%[46.1 µM]	17.0%[38.3 µM]	-11.8%	-5.9%	8.0%	3.9%	0.9%
O=C(NCc1ccc(F)cc1)C1CCC(CNc2c(N3CCCCC3)c(=O)c2=O)CC1 (configuration not stated)	2.6%	nt	-25.8%[9.22 µM]	8.7%	nt	nt	0.0%
COc1ccc(C2CN=NC2C(=O)c2ccccc2)cc1 (configuration not stated)	-16.4%	nt	-27.4%[9.22 µM]	-6.1%	nt	nt	-1.1%
Cc1cn(S(=O)(=O)c2ccc(Cl)cc2)c(C)n1	11.7%	7.4%	4.1%[9.22 µM]	-4.6%	10.9%[46 µM]	1.2%	0.0%
CCOC(=O)COc1ccc(S(=O)(=O)N2CCN(c3ccc(OC)cc3)CC2)cc1	-1.0%	10.3%	-2.2%[9.22 µM]	-7.0%	-0.6%[46 µM]	-1.4%	1.0%
O=C(Cn1ncc2c(=O)oc3ccccc3c21)NCCCN1CCCC1=O	10.9%	4.6%	1.4%	-2.7%	-8.8%	-1.0%	-1.0%
O=C(CNC(=O)Cn1ccc2ccccc2c1=O)NCCCN1CCN(c2cccc(Cl)c2)CC1	11.3%[46.1 µM]	7.0%[38.3 µM]	-4.1%	-1.9%	-2.7%[0.0737 µM]	-0.2%	-0.9%

# Screens (PubChem)
